HSP90 refold inh: HSP90 refolding inhibition in rabbit reticulocyte lysate. 0.91% of 290,000 active. luciferase refolding luminescence, 3 h. inhibition, % at 5.6 µM;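 active = inhibition above the screen-wide mean plus 3 SD, computed separately per campaign, cut at about 16% in these data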;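 note: 0% = DMSO wells and 100% = 60 µM geldanamycin wells; inhibitors lower the luminescence because luciferase stays unfolded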
Platelet DG rel: platelet dense granule release activity. 0.22% of 300,000 active. human platelet-rich plasma, SFLLRN dense granule ATP release, luminescence. inhibition, %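 (compounds screened at 7.5 µM in platelet-rich plasma)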;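 active = mean replicate score, as percent of positive control, at or above 50; inconclusive = mean below 50 but at least one replicate at or above 50; inactive = mean and every replicate below 50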
HSF1 inh: HSF1 inhibition; NIH3T3-HGL HSE-luciferase, MG132-induced, luminescence 8 h; stronger effect = lower value; activity change, negative = inhibition, % at 7.5 µM (by protocol); 0.77% of 300,000 active;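 active = more than half of replicate wells show activity change below -50%, luminescence cut by over half; inconclusive = some wells, but at most half, below -50%; inactive = no replicate well below -50%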;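 note: luciferase reports HSF-1 transcriptional activity via heat shock element; 0% = median of DMSO wells and -100% = zero luminescence signal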
HSF1 activator: increases HSF-1 driven luciferase reporter signal. AID 504408. NIH3T3-HGL HSF-1 luciferase reporter, MG132, 8 h; 100% = twice DMSO control signal. activation, % at 9 µM. 1.7% of 300,000 active;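 active = mean replicate activation of at least 50% with a set share of replicates each reaching 50%; inconclusive = only one of those two conditions met; inactive = mean below 50% and too few replicates reaching it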;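 note: 0% = median of the neutral control wells and 100% = twice that signal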
aSyn 5UTR inh: MLPCN primary screen, SNCA 5' untranslated region | alpha-synuclein 5'UTR reporter, inhibitor activity | inhibition, % (tested at 7.5 µM) | 0.82% of 300,000 active | AID 1813; in the data active = inhibition above about 60%; inconclusive = no clear call, values can overlap the other calls;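 note: H4 neuroglioblastoma cells stably carrying SNCA 5'UTR luciferase fusion; 0% = DMSO wells and 100% = positive control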
HIF act: HIF pathway transcriptional activation; AID 1910; activation, % at 7.5 µM (by protocol); U2OS HRE-luciferase reporter, luminescence; normalized: DMSO 0%, desferrioxamine 100%; 0.32% of 300,000 active;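 active = mean activation of at least 10% of the iron chelator positive control signal, with at least half of replicates also reaching 10%; inconclusive = mean and replicate majority disagree about reaching 10%; inactive = mean and most replicates under 10%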
IEC-6 tox: counter-screen for KLF5 inhibitors: cytotoxicity in IEC-6 cells; IEC-6 cytotoxicity, luminescence viability; inhibition, % at 5 µM; 0.78% of 290,000 active; AID 1825; in the data active = inhibition above about 22%;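 note: 0% = plate median of test compound wells and 100% = cytotoxic reference compound wells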
SKKanGAS inh: SKKanGAS growth inhibition; S. pyogenes SKKanGAS, kanamycin growth, BacTiter-Glo, 6 h; inhibition, % at 7.5 µM; 1.3% of 300,000 active;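 active = mean replicate score, as percent of positive control median, at least 50; inconclusive = mean below 50 but one replicate at or above 50; inactive = mean and every replicate below 50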;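 note: strain carries kanamycin resistance gene driven by streptokinase promoter and grows in 40 µg/ml kanamycin; loss of luminescence reflects streptokinase promoter inhibition or plain growth inhibition; 0% = median of DMSO wells and 100% = positive control at its reference dose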
AI-2 QS modul: modulators of Vibrio harveyi AI-2 quorum sensing system; Vibrio harveyi JMH597 AI-2 luminescence/OD600 ratio, 9 h; stronger effect = lower value; strain lacks LuxN and CqsS sensors; 0 = neutral-control median; activity change, % at 7.5 µM; 0.4% of 300,000 active; in the data active = activity change below about -75%, passing the limit was not always enough; inconclusive = no clear call, values can overlap the other calls;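 note: luminescence divided by OD600 gain over 9 h not by final OD600 alone; inactives centre near 13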
KLF5 inhibitor: kruppel-like factor 5 inhibition; DLD-1 KLF5 promoter-luciferase reporter, luminescence; inhibition, % at 5 µM; 0.23% of 290,000 active; AID 1700;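 active = inhibition above a per-plate limit of that plate's mean compound inhibition plus 3 SD, cut at about 60% in these data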;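 note: 0% = DMSO wells and 100% = LY294002 at 200 µM; higher means less KLF5 promoter-driven luciferase light; inactives centre near -14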
Starred values were filed as active, the others as inactive; ? = inconclusive; nt = not tested or not shown.

Values run as follows: HSP90 refold inh, Platelet DG rel, HSF1 inh, HSF1 activator, aSyn 5UTR inh, HIF act, IEC-6 tox, SKKanGAS inh, AI-2 QS modul, KLF5 inhibitor
> COc1ccc2[nH]c(CN3CCC(n4nccc4NC(=O)C4CC4)CC3)c(C)c2c1
    1.0, -4.8, 3.3, -4.1, -4.5, 0.0, -2.4, -1.5, 19.5, -11.2
> COc1cc(C(C)=O)ccc1COc1ccc(C(=O)OCC(N)=O)cc1OC
    -3.8, -13.8, -6.5, 10.4, 19.2, 0.6, -3.0, 9.6, -9.3, 17.3
> O=C(NNC(=S)NCc1ccc(Cl)cc1)c1cccnc1
    2.9, -0.5, -6.9, 8.7, 5.1, 0.3, 6.2, -2.7, -49.7, -21.2
> CCN(C(=O)CSc1nc(-c2ccccc2)cn1N)c1c(N)n(Cc2ccccc2)c(=O)[nH]c1=O
    nt, 0.8, 0.1, -12.8, -3.0, 0.4, nt, 0.3, 21.6, nt
> Oc1oc(-c2ccc(Br)cc2)nc1C=Nc1ccc(Br)cn1
    -0.3, 4.3, 1.4, 6.2, 14.3, 0.1, 1.8, 7.4, 20.1, -1.8
> CCOC(=O)c1ccccc1NC(=O)COC(=O)CSCC(=O)Nc1cc(C)on1
    nt, -15.1, -5.7, -1.8, 6.1, -0.1, nt, -6.7, 2.7, nt
> S=c1[nH]nc(CCCc2n[nH]c(=S)o2)o1
    0.8, -23.2, -3.6, -9.6, 14.2, -0.3, -0.3, -7.2, 3.5, -25.3
> COc1cc(OC)c(C(=O)Nc2ccc(S(=O)(=O)Nc3ncccn3)cc2)cc1OC
    1.8, 8.8, -5.2, -9.6, 1.3, 0.1, 1.0, 4.0, 22.6, -10.3
> Cc1cc(=O)[nH]c2c(C)c(N)ccc12
    2.3, 23.4, -0.9, 4.3, 20.3, -0.3, 4.1, 3.1, 21.4, -16.9
> CN1C(=O)/C(=C/c2cccc(Cl)c2)Sc2ccc(C(=O)NCc3cccnc3)cc21
    -3.2, -1.5, 6.6, 3.1, 4.6, -0.7, -4.4, 48.4, 18.3, -15.6
> CCOC(=O)c1c(C)oc2c1c(C=NCCO)c(O)c1ccccc12
    2.2, 1.7, 6.4, 27.7, 1.0, 0.2, -1.2, 28.1, 22.3, 1.6
> Cc1cccc(-c2noc(CN(C(=O)C(c3ccccc3)c3ccccc3)C(C)C)n2)c1
    2.9, -0.9, 24.9, ?, 3.7, -0.4, 0.9, 10.0, -0.7, -11.9
> CCn1c(=O)n(CC)c2cc(N3CCCC3)c(NC(=O)c3ccccc3)cc21
    0.2, 1.3, -0.2, 2.6, 13.1, 0.0, 6.2, -2.0, 2.5, -15.9
> Cc1cccc(NC(=O)C2CC(O)CN2C(=O)OCc2ccccc2)c1 (stereo unspecified)
    0.0, -7.9, -5.7, -1.5, -27.5, -0.2, 0.4, -12.8, 5.5, -11.9
> CCCc1nnc(SCC(=O)N2CCCCC2C)n1CCCOC (stereo unspecified)
    -1.4, -11.1, 5.0, 23.1, -5.7, -0.3, -3.3, 0.1, 4.4, -20.4
> O=C(CSc1ccc2ccccc2n1)c1ccc2c(c1)OCO2
    6.7, -3.9, 3.5, 36.0, -54.9, 0.7, 3.4, -6.3, 23.3, -91.7
> COc1ccc(C(CC(=O)O)NC(=O)COc2ccc(C)cc2)cc1OC (stereo unspecified)
    3.5, 0.8, 3.8, 2.3, 9.3, 0.0, -0.2, 2.7, 17.4, -12.2
> O=S(=O)(c1ccccc1)c1nc(-c2cccc(Cl)c2)oc1N1CCOCC1
    2.2, -3.3, 2.4, 14.8, 12.7, -0.5, -3.3, -3.8, 1.4, -30.5
> CC(=O)N1CC(=O)N(OCc2ccccc2)C1c1ccc(Cl)cc1Cl (stereo unspecified)
    -3.1, -4.9, 6.1, 21.7, -40.3, -0.2, -2.8, -2.3, 13.3, 1.9
> CC(C)(C)c1ccc(COc2ccsc2C(=O)O)cc1
    1.2, 3.1, 1.9, ?, -42.6, 0.6, 7.3, -1.4, 57.8, -26.1
> O=C(Nc1cccnc1)C1OCCc2ccccc21 (stereo unspecified)
    0.6, 3.5, 2.3, -16.0, 6.1, 0.0, -2.6, -4.0, 1.0, 10.9
> O=C(c1cnn2c1NC(c1ccc(Br)cc1)CC2C(F)(F)F)N1CCN2CCCC2C1 (stereo unspecified)
    -0.7, -2.2, 3.0, 22.3, -12.9, 0.2, -1.6, 6.6, 4.6, -19.7
> Cc1nnc(N(Cc2ccco2)C(=O)c2ccc(C#N)cc2)s1
    1.9, 0.8, -12.2, -29.5, -2.5, -0.3, 0.9, 7.0, 18.2, -12.3
> CCOc1cccc(-c2nnc3n2N=C(c2cc(OC)ccc2OC)CS3)c1
    7.3, 7.3, -4.4, -16.3, 62.9*, -0.7, 58.3*, 18.1, 33.5, 37.5
> O=C(NN=C1CCCCCC1)c1ccc(Cl)s1
    3.4, -4.4, 6.1, 7.1, -6.6, 0.3, 9.6, -2.5, 26.6, -31.9
> O=C(CONS(=O)(=O)c1ccc(Cl)cc1)NCCNc1ncc(C(F)(F)F)cc1Cl
    5.0, -3.0, 14.3, 40.3, 23.1, -0.1, 1.8, 4.8, 21.7, -7.6
> O=C(O)CSc1c2c(nc3cc(C(=O)N4CCOCC4)ccc13)CCCC2
    5.0, 7.4, -1.8, -5.2, 13.2, -0.3, 1.5, -7.6, 15.7, -33.0
> S=c1nc2ccccc2c2nc(-c3ccccc3)[nH]n12
    -3.2, -1.6, 9.0, 24.7, -63.6, 1.7, 3.8, ?, 3.9, 0.9
> O=C(Nc1ccc2c(c1)C(=O)OC2)Nc1cccc2ccccc12
    -3.1, 0.1, 17.1, 22.2, -36.6, 0.3, -9.1, -4.6, -1.4, -19.3
> O=C(CSCC(=O)c1ccccc1)Nc1ccccc1Cl
    0.8, -8.0, -1.5, 6.9, -15.2, -50.6, 1.9, 16.5, 19.2, -42.0

The listing continues.
Values run as follows: HSP90 refold inh, Platelet DG rel, HSF1 inh, HSF1 activator, aSyn 5UTR inh, HIF act, IEC-6 tox, SKKanGAS inh, AI-2 QS modul, KLF5 inhibitor
> N#Cc1c(N(CCO)CCO)nc(N)c2c(N)nc3c(c12)CC(=O)N3CC1CCCO1 (stereo unspecified)
    -0.3, -0.6, -4.8, 7.5, 0.9, -0.8, -0.5, -1.0, -1.9, -7.8
> CN(C)C(CNC(=O)CNC(=O)c1ccc2ccccc2c1)c1ccccc1 (stereo unspecified)
    -4.6, -8.5, -3.8, 6.4, 17.1, -0.6, 0.0, 1.8, 20.4, -16.6
> CCOc1ccc(N(CC(=O)NC(C)(C)C)C(=O)c2ccco2)cc1
    2.1, -4.8, 4.3, 1.6, -1.0, -0.4, -4.1, 6.4, 4.6, -0.3
> CCOC(=O)C1CCCN(c2oc(-c3ccc(F)cc3)nc2C#N)C1 (stereo unspecified)
    3.2, -4.2, 26.3, 26.8, 2.5, -0.8, -0.6, -7.7, 20.9, -7.2
> C[n+]1cccc(C(=O)N/N=C/c2ccc3c(c2)OCO3)c1
    -2.7, 4.5, 0.9, 0.2, -17.2, -0.2, 6.0, -3.7, 39.6, -9.2
> COC(=O)C(C)(C)NC(=O)c1cccs1
    -5.8, -1.1, -4.7, 2.8, 2.5, -0.2, 0.1, -1.0, 6.9, -23.8
> Nc1nnnn1/N=C/c1cc([N+](=O)[O-])ccc1O
    -0.5, -1.0, -7.5, 6.9, -5.9, 0.3, 0.1, 1.8, 11.6, -10.1
> CCCCC1(C)OC(=O)C(=Cc2ccc(-c3ccc(Cl)c(C(=O)O)c3)o2)C(=O)O1 (stereo unspecified)
    4.8, -6.2, -0.2, -12.9, 2.3, 0.0, -16.4, -16.4, 30.2, -16.0
> CCOC(=O)C(=CNc1ccc2c(c1)c1ccccc1n2CC)C(=O)OCC
    -0.4, 1.1, -1.8, -5.4, 4.2, 0.0, 9.5, 17.8, 1.6, -4.0
> CCn1c(CNC(=O)c2ccco2)nnc1SCC(=O)Nc1ccc(Br)cc1F
    -0.6, 2.5, 0.9, 12.6, 15.3, 0.7, -2.1, 0.8, 20.3, -20.7
> Cc1ccc(/C=N/N2CCN(Cc3ccc(C)cc3)CC2)cc1
    2.6, -27.0, 2.3, 6.5, 13.3, 0.0, 1.1, -14.8, 43.7, -14.1
> COc1ccc(NC(=O)Cc2c(Cl)cccc2Cl)cn1
    -7.3, -1.5, -10.4, 5.1, 5.8, 0.0, 0.5, 16.4, 1.1, -4.6
> Cc1ccc(CCNc2ccccc2)c[n+]1[O-]
    -3.1, 7.5, 5.1, 2.8, -2.2, 1.1, -4.7, 0.2, 9.6, -13.3
> CCOC(=O)c1ccc(NC=C2C(=O)OC3(CCCCC3)OC2=O)cc1
    -1.9, -18.7, -43.8, -52.5, -15.2, 1.8, -2.7, -9.6, -8.0, -9.4
> CC(=O)c1ccc(N2CCN(C(=S)Nc3cccc(F)c3)CC2)cc1
    -2.3, -1.0, -3.7, 4.0, 12.5, -0.1, -2.6, -9.4, 10.4, -15.7
> Cc1cc(/C=C2/NC(=O)NC2=O)c(C)n1C
    1.1, 2.0, -5.9, -2.6, 1.9, -0.4, -1.0, 8.1, 23.9, 5.7
> CC12CN3CC(C)(CN(C1)C3c1ccc([N+](=O)[O-])o1)C2 (stereo unspecified)
    1.6, -4.3, -3.8, 19.8, 22.3, -0.3, -2.9, -2.3, 38.7, -6.4
> Cc1cccc(/C=N/NC(=O)NC23CC4CC(CC(C4)C2)C3)n1
    2.1, -4.1, 0.8, 0.0, -56.1, 0.7, 5.0, -1.6, 14.4, -25.9
> CCOC(=O)/C=C/C(=O)OCC(=O)Nc1ccc(Cl)cc1Cl
    0.0, -0.1, 10.6, 23.0, -15.8, 0.4, -2.1, 2.7, 18.6, -17.7
> O=C1c2ccccc2C(=O)N1CCCCSc1nnc2c(Cl)cc(Cl)cn12
    -1.7, -5.0, 5.2, 9.3, -10.0, -0.5, -2.0, -3.9, 22.3, -18.4
> Cc1occc1-c1nnc(SCC(=O)N2CCOCC2)o1
    3.5, -3.4, -6.5, -1.2, 27.3, 0.8, 3.8, -12.8, 15.1, 4.8
> O=C(NCc1ccco1)c1cccn2c(=O)c3c4c(sc3nc12)CCCC4
    -1.0, 0.0, 1.8, 4.6, -41.2, -0.4, -3.6, 17.1, -0.9, 15.6
> N#Cc1ccc(COc2cccnc2[N+](=O)[O-])cc1
    1.6, 2.1, 1.7, 17.3, 21.8, -0.1, -1.2, -2.7, 19.2, -23.2
> COc1ccc(CCN2C(=O)CSC2c2cccc([N+](=O)[O-])c2)cc1OC (stereo unspecified)
    -1.2, -1.8, -2.9, -10.9, -2.2, 0.1, -7.6, 0.2, 24.6, -17.5
> O=[N+]([O-])c1cccc(-c2ccc(C(=S)N3CCN(c4ccc(F)cc4)CC3)o2)c1
    2.1, -5.5, 8.6, -3.8, -17.1, 0.3, 3.4, 10.6, -4.3, 6.1
> CC(C)(C)N1CC(C(=O)Nc2cccc(Cl)c2Cl)CC1=O (stereo unspecified)
    -1.1, -5.1, -3.9, 1.7, 0.6, 0.4, 1.8, -3.8, 25.9, -25.5
> CN(C)NC(=O)C12CCC(C)(C(=O)O1)C2(C)C (stereo unspecified)
    2.8, 16.2, 3.4, -8.9, -3.7, 0.4, 7.4, -1.1, -7.6, -9.4
